NLRP3 yeast inh = inhibitors of NALP3 inflammasome in yeast; actives 0.39% (n = 330,000); inhibition, % at 10 µM; Yeast reconstituted NLRP3/ASC/caspase-1, beta-gal luminescence, 24 h;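 active means inhibition of 50% or more; inactive means inhibition below 50%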;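 further: plate controls were induced DMSO wells for no effect and uninduced yeast grown without galactose for full effect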
NR3A LBD binder = modulates the human NR3A ligand-binding domain; NR3A LBD differential scanning fluorimetry, Tm shift; 0% = protein alone, 100% = glycine-bound protein; Tm shift relative to glycine control, % at 25 µM; actives 2.5% (n = 340,000);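 active means melting temperature shift of at least 10% of the positive control shift, at one fixed dose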
tim23-1 inh = tim23-1 yeast growth inhibition; inhibition, % at 20 µM; S. cerevisiae tim23-1 growth, BacTiter-Glo luminescence, 24 h; AID 463212; actives 1.3% (n = 330,000);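 active means growth inhibition of the mutant yeast at or above 50%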;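 further: temperature-sensitive mutant grown at 25 °C; plate controls were DMSO-treated mutant yeast for no effect and medium wells lacking yeast for full effect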
tim10-1 inh = inhibits growth of tim10-1 mutant yeast; S. cerevisiae tim10-1 ts strain growth, BacTiter-Glo, 24 h; inhibition, % at 20 µM; actives 2.2% (n = 330,000); AID 463190;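 active means inhibition of at least 40%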;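 further: mutant grown at 25 °C; 0% = DMSO wells with yeast and 100% = wells holding no yeast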
APJ ag = agonists of human APJ apelin receptor; P35414; CHO-K1 APJ PathHunter beta-arrestin, luminescence; 0% DMSO wells, 100% apelin; AID 2520; activation, % at 20 µM; actives 0.11% (n = 330,000);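 active means activation more than six SD over the plate average, tested at 20 µM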;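 further: 0% = DMSO alone and 100% = apelin-13 at 10 nM; some results filed as inactive read as strong as hits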
Target sequence (P35414 whole entry, looked up): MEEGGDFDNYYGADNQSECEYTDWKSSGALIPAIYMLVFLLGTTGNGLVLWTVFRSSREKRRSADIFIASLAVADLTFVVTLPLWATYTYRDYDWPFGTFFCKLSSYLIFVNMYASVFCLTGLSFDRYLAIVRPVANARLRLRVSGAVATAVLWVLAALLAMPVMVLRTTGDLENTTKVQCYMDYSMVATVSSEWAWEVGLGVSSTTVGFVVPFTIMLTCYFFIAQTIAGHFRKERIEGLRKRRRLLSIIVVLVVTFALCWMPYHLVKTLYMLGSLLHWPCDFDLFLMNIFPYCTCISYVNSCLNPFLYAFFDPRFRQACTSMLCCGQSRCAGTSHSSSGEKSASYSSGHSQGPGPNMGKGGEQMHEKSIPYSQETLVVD
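Assay system: engineered CHO-K1 APJ arrestin reporter cells; Amount: 1000 CHO-K1 reporter cells seeded per well; Dosing: one dose, 20 µM compound, 1% DMSO; Times: compound stimulation 90 min at 25 °C, detection 60 min; Measured by: luminescent beta-gal fragment complementation, chemiluminescent substrate; Read-out: APJ–arrestin association signal; Controls: DMSO vs Apelin-13 10 nM.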
MPTP block = permeability transition pore inhibition; actives 1.4% (n = 360,000); isolated mouse mitochondria, Ca2+ swelling absorbance, 30 min; inhibition, % at 10 µM;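 active means inhibition of 50% or more, scaled per plate between neutral and stimulator controls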;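 further: 0% = DMSO wells given calcium and 100% = 1 mM EGTA wells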
beta cell repl = inducers of beta-cell replication in MIN6 cells | MIN6 cells proliferation, ATPlite luminescence, 48 h; cells starved in 0.2% serum; 100% = growth in 10% serum | proliferation, % at 10 µM | actives 0.29% (n = 330,000);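 active means compounds whose signal lies at least 3.5 SD above the mean of all wells on their plate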;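 further: 0% = DMSO-treated cells in low-serum medium and 100% = 10% serum control; some compounds called inactive have numbers as strong as hits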
APJ antagonist = antagonists of human APJ apelin receptor | P35414 | CHO-K1 APJ beta-arrestin complementation, luminescence | inhibition, % at 20 µM | actives 0.32% (n = 330,000) | AID 2521;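 active means inhibition above about 40% at 20 µM, limit read from the data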;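 further: cells challenged with 10 nM apelin-13 agonist together with compound; plate controls were apelin-13 plus DMSO wells for no effect and DMSO wells lacking apelin-13 for full effect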
TIM10 inh = TIM10 yeast growth inhibition; actives 1.4% (n = 330,000); AID 463195; inhibition, % at 10 µM; S. cerevisiae TIM10 strain growth, BacTiter-Glo luminescence, 24 h;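 active means inhibition of 40% or more at the single tested concentration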;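 further: wild-type TIM10 isogenic control strain grown at permissive 25 °C; 0% = DMSO yeast wells and 100% = minimal medium wells without yeast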
* = called active by the depositor; / = no result given. No enrichment for hits; 7.2% or so of the library scored in one or more.

Every second line gives: NR3A LBD binder	tim10-1 inh	MPTP block	NLRP3 yeast inh	TIM10 inh	APJ antagonist	APJ ag	beta cell repl	tim23-1 inh
> CCCCN1CC(=O)N2[C@H]3c4cc(Cl)ccc4OC[C@@H]3[C@H](C(=O)OCC)[C@]2(C)C1=O
  0	0	-0.6	-10	5	2	-2	2	-6
> CCn1cnc2c1c(=O)n(CC(=O)N1CCc3ccccc31)c(=O)n2Cc1ccccc1
  0	3	-0.7	0	8	10	-23	3	-1
> CC(C)Oc1ccc2nnnn2n1
  0	9	-0.5	10	-1	-14	1	1	-5
> CC(=O)Oc1ccc(C(=O)c2ccccc2)c(OC(C)=O)c1
  -1	28	8.0	-12	19	0	-1	-2	18
> O=C1CCCc2c1nc(-c1ccco1)n2O
  1	-16	-2.7	19	-2	-18	-3	-2	0
> Cc1ccc(S(=O)(=O)N2CCCOC2CNC(=O)C(=O)NCc2ccccc2C)cc1 (stereo not given)
  -1	17	0.3	13	10	7	4	0	11
> C=CCNC(=O)/C(C#N)=C/c1c(N(Cc2ccccc2)Cc2ccccc2)nc2ccccn2c1=O
  -1	9	0.7	5	18	13	0	0	31
> Cc1cc(C)c(C(=O)O)c(Cl)n1
  1	24	-0.3	5	-3	12	1	-3	8
> COc1ccc(N(C)S(=O)(=O)c2cccc(C(=O)Nc3cc(OC)ccc3OC)c2)cc1
  -6	29	0.5	15	-12	-10	-2	-1	32
> Cc1oc(-c2ccccc2F)nc1CSCC(=O)NC1CCC(C)CC1 (stereo not given)
  -4	40*	0.2	12	6	6	-1	2	28
> Cc1oc2c(c1C(=O)NCCO)CCCC2
  -2	-3	12	0	3	3	-1	-2	4
> Cc1ccc(NC(=O)CNc2cccc(S(=O)(=O)N3CCCCC3)c2)cc1F
  -1	14	5.1	15	15	6	0	-4	25
> O=C(Cc1ccccc1)NNC1CC(=O)N(c2ccccc2)C1=O (stereo not given)
  1	-3	16	0	5	11	1	0	15
> Clc1ccc(-c2cc(C3CCNCC3)[nH]n2)c(Cl)c1
  0	4	77*	19	-5	1	2	-5	19
> COc1cc(OC)cc(C(=O)NC(=S)N2CCCCC2c2cccnc2)c1 (stereo not given)
  1	17	-1.0	5	-12	-52	-2	-3	4
> O=c1[nH]c(/C=C\c2cccc(F)c2)nc(O)c1[N+](=O)[O-]
  -2	8	-0.5	-1	-1	13	-5	1	9
> CC(=O)Nc1ccc(NC(=O)Cn2cnc3c(cnn3C(C)(C)C)c2=O)cc1
  2	0	/	11	4	5	-3	0	-4
> N#C/C(=C\c1cccc2ccccc12)c1nn(-c2ccccc2)c(N)c1C#N
  6	11	/	-6	20	10	-2	2	16
> C/C(=N\NC(=O)CCc1c(C)n[nH]c1C)c1ccc([N+](=O)[O-])cc1
  -1	-4	4.0	10	-8	-10	5	4	3
> COC(=O)c1ccc(NC(=O)C(C)N2C(=O)c3ccccc3C2=O)cc1 (stereo not given)
  -1	-6	-0.6	17	-28	4	-5	-1	0
> C=CCN1C(=O)CSc2ccc(C(=O)NC(C)c3ccccc3)cc21 (stereo not given)
  0	25	0.4	14	21	16	0	1	20
> CCN1CCN(CCCNC(=O)CN2C(=O)c3cccnc3Oc3ccc(Cl)cc32)CC1
  -2	-20	-1.8	3	-1	12	-3	4	-2
> COc1cc(NS(C)(=O)=O)cc(OC)c1OC
  2	-5	-2.4	-8	-12	14	0	-1	6
> COc1cccc(OCc2cc(/C=N/n3cncn3)ccc2OC)c1
  -6	15	1.1	3	1	-12	-4	-2	11
> Cc1cc(NC(=O)CSc2nnc(NCc3ccccc3)s2)no1
  1	10	1.7	4	-22	-10	-4	-4	-29
> COc1cccc(NCc2nnc(SCC(=O)NC3CCS(=O)(=O)C3)n2C2CCCCC2)c1 (stereo not given)
  -2	13	0.2	6	-1	4	3	-2	10
> Cc1cccc2cc(CN(CC3CCCO3)S(=O)(=O)c3ccccc3)c(=O)[nH]c12 (stereo not given)
  0	26	-1.5	15	13	11	1	1	23
> O=C(NCc1ccc(F)cc1)C1CCCN1C(=O)Nc1ccc(Cl)cc1 (stereo not given)
  0	-8	-0.4	-2	-6	16	-3	2	-3
> O=C(Oc1ccc(=O)n(-c2ccccc2)n1)c1cccc(Cl)c1
  -5	30	-1.8	8	15	5	-2	0	47
> C=CCN(c1ccccc1OC)S(=O)(=O)c1ccc(Cl)c(C(=O)Nc2ccc(N3CCOCC3)cc2)c1
  -1	5	-0.5	11	15	-15	-4	0	2

Every second line gives: NR3A LBD binder	tim10-1 inh	MPTP block	NLRP3 yeast inh	TIM10 inh	APJ antagonist	APJ ag	beta cell repl	tim23-1 inh
> O=C(NCC1CCCO1)C1CCCN(S(=O)(=O)c2ccc(F)cc2)C1 (stereo not given)
  0	3	-0.2	24	2	5	-6	2	9
> CCC(C)[C@H](NC(=O)C1CC(=O)N(c2ccc(OC)cc2)C1)C(=O)N1CCCCC1 (stereo not given in full)
  -2	6	-1.9	1	3	-18	-2	10	-4
> N#Cc1ccc(CSc2nnc(NC(=O)C3CCCO3)s2)cc1 (stereo not given)
  0	24	1.2	12	0	4	-3	-3	22
> CCOc1cc(/C=C(/C#N)c2nc3ccccc3[nH]2)ccc1OCc1ccc(C(=O)O)o1
  -4	1	0.7	25	13	-5	-1	-4	12
> Cc1cccc(NC(=O)CN2C(=O)S/C(=C\c3cc(C)n(C)c3C)C2=O)c1
  -2	11	1.6	3	12	12	-4	-1	2
> CCc1ccc2c(c1)cc(C)c1nnc(SCC(=O)Nc3cc(OC)c(OC)cc3C(=O)O)n12
  1	15	0.1	5	-8	6	-1	-1	21
> O=C(C[n+]1cccc(/C=N/O)c1)N(Cc1ccccc1)Cc1ccccc1
  -2	7	9.7	8	-5	13	1	-1	11
> CCOc1ccc2nc(-c3ccccc3)nc(SCC(=O)Nc3ncc(C)s3)c2c1
  -2	2	1.4	-6	11	17	-2	-1	8
> NS(=O)(=O)c1ccc(CCNC(=O)c2ccc3ccccc3n2)cc1
  -1	5	-0.7	-4	5	-6	-1	0	6
> CCN(CC)C(=O)CN(C#N)c1nc(C)cc(C)n1
  0	5	-1.0	-10	-5	7	-2	-3	-2
> CC(=O)Nc1ccc(S(=O)(=O)N(C)CC(=O)NC2CCCCCCC2)cc1
  0	-2	-0.7	13	-6	7	-2	-3	11
> CCOC(=O)c1ccc(NC(=O)c2nc[nH]c2C(=O)N2CCN(C(=O)OC(C)(C)C)CC2)cc1
  /	33	/	19	23	-6	6	-4	33
> CCN1C(=O)/C(=C\c2cn(CCC#N)nc2-c2ccc(F)cc2)SC1=S
  1	36	2.4	20	37	-1	2	-3	45
> CCCCc1c(O)nc(N2CCN(Cc3ccccc3)CC2)[nH]c1=O
  -1	18	-0.9	-1	2	13	-3	0	13
> CC(C(=O)Nc1ccc(Cl)cc1)N1C(=O)NC2(CCCC2)C1=O (stereo not given)
  2	5	-1.0	28	-8	14	0	0	22
> COc1ccc(OC)c(NC(=O)c2nnn(CC(=O)Nc3ccc4c(c3)OCO4)c2N)c1
  -6	-12	0.9	14	-14	6	0	-1	-4
> CC(C)S(=O)(=O)c1cnc(-c2ccccn2)nc1N
  2	-19	4.2	8	2	8	-2	0	-10
> CCSc1nnc(Cc2cc(=O)[nH]c(=O)[nH]2)n1-c1cc(C)ccc1C
  -1	-2	0.0	19	-7	3	-7	1	5
> CN(C)/C=C(\C#N)S(=O)(=O)c1ccc(Cl)cc1
  1	-1	-0.4	6	-12	6	3	-1	-10
> Cc1ccc(N(Cc2cc3ccccc3[nH]c2=O)C(=O)c2cccs2)cc1
  -9	15	1.3	17	12	-39	-1	0	9
> Cc1cc(C)n(-c2nc(-c3ccccc3)cs2)n1
  0	21	0.1	17	0	-3	-4	-2	-4
> Cc1ccc(C)c(OCC(=O)N/N=C\c2cccn2C)c1
  -2	22	1.2	19	-4	2	0	-1	10
> COc1ccc(-c2cccc(C(=O)Nc3cccc(C(=O)O)c3)c2)cc1
  -2	6	0.8	12	6	6	-1	-1	2
> N#Cc1cc(Oc2cccnc2)c(Oc2cccnc2)cc1C#N
  -2	9	-4.0	11	-13	-4	-6	1	2
> Cc1ccc(S(=O)(=O)Nc2ccc(N3CCN(C)CC3)nc2)cc1
  -2	-4	-1.0	4	6	-12	-1	-3	3
> C=C(C)COc1ccc2c(C)c(CC(=O)N3C[C@H]4C[C@@H](C3)c3cccc(=O)n3C4)c(=O)oc2c1C
  1	5	-0.3	9	6	14	-6	-2	18
> C=CCOc1ccc(/C=C/C(=O)OCC(=O)NCCCc2ccccc2)cc1
  15*	6	-0.6	11	-1	13	-1	-3	9
> O=C(CN1C(=O)NC2(CCCCCC2)C1=O)NCCc1ccc(F)cc1
  1	-4	-1.3	-8	2	-6	3	2	-9
> Cc1ccccc1C(=O)N1CCC(C(=O)OCc2nc(N)nc(Nc3ccccc3)n2)CC1
  -3	10	-0.6	-5	5	-11	4	1	-2
> O=C(NCCCN1CCOCC1)c1c(O)c2ccccc2[nH]c1=O
  2	20	-2.1	41	32	1	-3	3	8

Every second line gives: NR3A LBD binder	tim10-1 inh	MPTP block	NLRP3 yeast inh	TIM10 inh	APJ antagonist	APJ ag	beta cell repl	tim23-1 inh
> Cc1ccc(C(C)(C)C)c(OCCCCN2CCCC2)c1
  -13	-4	-0.7	29	0	5	-1	0	-1
> CCOc1ncccc1C(=O)OCC(=O)NCCc1ccc(OC)cc1
  0	15	-0.3	16	-17	-22	-4	4	15
> COc1ccc(S(=O)(=O)NCc2ccc3c(c2)OCO3)cc1OC
  0	-7	1.1	8	16	-1	-5	-1	6
> CC(C)NC(=O)c1cccc(C(F)(F)F)c1
  -2	-2	0.1	9	-3	3	-5	-3	0
> COC(=O)c1cc(=O)n2c(-c3ccc(OC)cc3)csc2n1
  0	29	-1.5	14	4	-4	1	-3	17
> Cc1cc(Cl)cc2sc(NC(=O)C3CC3)nc12
  2	-19	0.8	23	-5	3	0	3	-6
> CS(=O)(=O)N1CCC(C(=O)Nc2ccccc2)CC1
  0	-4	-0.8	-1	-8	-16	-2	0	1
> COc1cc(/C=N/NC(=O)CCOc2ccccc2C)cc(Br)c1O
  -10	-4	-1.4	14	5	6	-4	7.3*	17
> C=CCSc1nc(N)cc(=O)[nH]1
  3	-2	0.7	15	-17	-11	-1	-1	2
> CS(=O)(=O)N(CC(=O)N1CCN(Cc2ccc3c(c2)OCO3)CC1)c1ccc2c(c1)OCO2
  -1	2	0.1	13	19	7	0	-1	13
> Cc1noc(C)c1NC(=O)Nc1ccc2c(c1)C(=O)N([C@H](C)CO)C[C@H](C)[C@@H](CN(C)C(=O)NC(C)C)O2
  1	9	0.0	1	-8	-1	0	0	4
> O=[N+]([O-])c1ccccc1OC/C(=N\O)c1ccccc1
  -2	14	1.4	34	-5	18	-2	4	9
> CCC1(C)Cc2sc3c(=O)[nH]c(=S)[nH]c3c2CO1 (stereo not given)
  1	9	-2.2	22	-11	-4	-2	1	8
> COc1ccc(-c2cc(CNS(=O)(=O)c3ccc(NC(C)=O)cc3)on2)cc1
  -2	2	-0.7	8	-5	2	5	-3	5
> Fc1ccc(-c2noc(-c3ccc4c(c3)CCO4)n2)cc1
  -4	16	0.1	4	-19	9	1	-3	19
> O=C(NC1CCCC1)c1cc(-c2ccccc2)on1
  -1	-22	1.1	41	11	14	-2	-4	13
> O=C(O)CCNC(=O)c1cncc(Br)c1
  0	13	1.4	4	10	19	1	0	12
> COc1cccc2cc(-c3ccnc(=S)[nH]3)oc12
  /	31	/	6	20	-8	-1	-6	27
